High-throughput results deposited in PubChem BioAssay by University of Kansas High Throughput Screening Laboratory.
mHTT CaM bind – inhibitors of human mutant huntingtin-calmodulin interaction | P42858 | AlphaScreen His-mHTT/GST-CaM binding, luminescence | inhibition, % at 15 µM | hit rate 3.6% among 190,000 | AID 1671202;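 also: 0% = both proteins with DMSO and 100% = one protein alone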
Pf apPOL block – Pf-apPOL DNA polymerase inhibition; hit rate 0.25% among 210,000; inhibition, % at 10 µM; Recombinant Pf-apPOL, molecular beacon fluorescence, 1.5 h
* hit, by the source's call; / = no result given; & = joins results of further samples. Rule as the data show it: active = inhibition above about 50%; inactive = the rest. Some of the compounds tested; rates above refer to the full screens.

SMILES | mHTT CaM bind | Pf apPOL block
Cc1cc(C)c(N2C(=O)C3C(C2=O)C2C=CC3C23CC3)c(C)c1 (centres undefined) | -7 | 2
O=C(O)CS(=O)(=O)c1ccc(-c2ccc(S(=O)(=O)CC(=O)O)cc2)cc1 | -5 | -18
Cc1ccc2c(Cl)c(C(=O)Nc3nnc(C)s3)sc2c1 | 6 | -1
CCN(CC)S(=O)(=O)c1ccc(-c2cc(C(=O)OC)sc2C(F)(F)F)cc1 | / | -9
Cc1cc(C)c(S(=O)(=O)Nc2cc(C)on2)c(C)c1 | 0 | -10
COc1ccccc1/C=C/C=C1\N=C(c2ccc(OC)c([N+](=O)[O-])c2)OC1=O | 27 | -8
COc1ccc(C)c2sc(N(CCCN(C)C)C(=O)c3nc4ccccc4s3)nc12 | 1 | -1
O=C(O)COc1ccc(NC(=O)c2ccc([N+](=O)[O-])cc2)cc1 | -1 | 2
CCN(CC)CCCNC(=O)CSc1nc2nc(C)c(Cc3ccccc3Cl)c(C)n2n1 | 1 | -3
COc1ccc(NC(=O)Cc2nnc(NC(=O)Nc3ccc(C)cc3)s2)cc1 | 0 | 3
C=CCNc1nc(-c2ccc([N+](=O)[O-])cc2)c(C(=O)Nc2ccccc2)s1 | -6 | -4
CCCNC(=O)C(=O)Nc1ccccc1CC | -1 | -3
Nc1c(F)c(F)nc(F)c1F | -3 | /
Cc1cc(C(=O)N2CCN(c3ccc(F)cc3)CC2)ccc1[N+](=O)[O-] | 15 | 11
O=C(Nc1ccccc1)c1cc(S(=O)(=O)Nc2cccnc2)cs1 | -1&3 | -2&-6
COc1ccc(C2=CC(c3sccc3C)n3ncnc3N2)cc1 (centres undefined) | 16 | -17
Cc1cccc(NC(=O)c2cnn(-c3ccccc3)c2NC(=O)c2ccc(F)cc2)c1 | 8 | -10
CC(=O)NCc1csc(C2CCCN(C(=O)c3cc(F)ccc3F)C2)n1 (centres undefined) | -2 | -1
COC(=O)N1CCc2ccccc2C1C(=O)Nc1ccccc1C(F)(F)F (centres undefined) | -7 | 0
COc1cc(SC)ccc1C(=O)NCc1ccc(Cl)cc1 | -9 | -6
CC1CCCC(NC(=O)c2cc(S(=O)(=O)N3CCCC3)ccc2F)C1C (centres undefined) | 7 | -3
CC(C)n1c(=O)c(NCc2ccc(F)cc2Cl)nc2ccncc21 | -6 | -2
COc1ccc(CCNc2ccc(C(F)(F)F)cc2[N+](=O)[O-])cc1OC | / | 0&-9
O=C(Cc1cccc(F)c1)N1CCN(c2nc(CN3CCOCC3)cs2)CC1 | 12 | -2
CCc1ccc(S(=O)(=O)NCCOc2ccc3nnc(-c4cccc(F)c4)n3n2)s1 | 10 | 0
S=c1[nH]nc(-c2cccnc2)n1-c1cccc(Cl)c1 | / | 0
COCCCNC(=O)NC1CC(=O)N(Cc2ccccc2)C1 (centres undefined) | -7 | -5
CCOc1ccccc1C(=O)N1CCC(c2nc(C3CC3)n[nH]2)CC1 | -6 | -7
O=C(NC1CCCC1)C1CCN(c2nc3ccc(-c4cncnc4)nc3s2)CC1 | 4 | -1
CCc1ccc(CNC(=O)CCS(=O)(=O)Cc2ccccc2F)cc1 | -5 | -11
CC1(C)CC1C(=O)NCc1ccccc1 (centres undefined) | -12 | -9
O=C(CC1(O)C(=O)N(CCc2ccccc2)c2ccccc21)c1ccncc1 (centres undefined) | 23 | 2
O=C(NC12CC3CC(CC(C3)C1)C2)c1cccnc1Cl | 1 | -2
COc1ccc(C(=O)Nc2ccc(C(F)(F)F)cc2)nn1 | -13 | -4
COc1cccc(Nc2ncc3c(n2)CCN(Cc2cc(F)cc(F)c2)C3)c1 | 14 | -5
O=C(N=S1CCN(S(=O)(=O)c2ccc(Cl)cc2)CC1)c1ccc(Cl)cc1 | / | -20
Cc1ccc(NC(=O)Cn2cccc2-c2nnc(C3CCC3)o2)cc1 | 12 | 2
COc1ccccc1N=c1sc(C2=c3ccccc3=NC2=O)c(O)n1-c1ccccc1OC | 39 | -6
CC1C(=O)N(c2ccccc2Cl)CCN1C(=O)c1ccc2c(c1)OCO2 (centres undefined) | -4 | -2
O=C(Nc1ccc(Cn2cncn2)cc1)c1ccc(F)c(F)c1 | -9 | 4

Retrieved one by one from the list above, 7 records:
SMILES | mHTT CaM bind | Pf apPOL block
Cc1ccc(NC(=O)Cn2cccc2-c2nnc(C3CCC3)o2)cc1 | 12 | 2
COc1ccccc1N=c1sc(C2=c3ccccc3=NC2=O)c(O)n1-c1ccccc1OC | 39 | -6
COc1ccc(C(=O)Nc2ccc(C(F)(F)F)cc2)nn1 | -13 | -4
O=C(Nc1ccc(Cn2cncn2)cc1)c1ccc(F)c(F)c1 | -9 | 4
O=C(N=S1CCN(S(=O)(=O)c2ccc(Cl)cc2)CC1)c1ccc(Cl)cc1 | / | -20
CC1C(=O)N(c2ccccc2Cl)CCN1C(=O)c1ccc2c(c1)OCO2 (centres undefined) | -4 | -2
O=C(NC12CC3CC(CC(C3)C1)C2)c1cccnc1Cl | 1 | -2

Next section:
SMILES | mHTT CaM bind | Pf apPOL block
O=C(CCCn1c(=O)c2sccc2n(Cc2cccc([N+](=O)[O-])c2)c1=O)NCc1ccco1 | -2 | 5
CCOC(=O)CSC1=C(C#N)C(c2ccccc2Cl)C(C#N)C(=O)N1 (centres undefined) | -19 | 4
Cc1ccc(S(=O)(=O)N2CCC(CCNC(=O)Nc3cc(F)ccc3F)CC2)cc1 | 42 | -5
O=C(NCC1(CO)CC1)C(=O)Nc1ccc(F)c(Cl)c1 | -5 | -8
O=C(Nc1ccc(F)cc1)Nc1cccc(Cl)c1 | -31 | -8
Oc1ccccc1-c1cc(-c2ccccc2F)[nH]n1 | / | 6
C=CCOc1ccccc1C=Nc1c(C)n(C)n(-c2ccccc2)c1=O | 7 | -3
Cc1cc(OCC(=O)NCCn2nc(-n3ccnc3)ccc2=O)ccc1Cl | 20 | -8
O=C(CNS(=O)(=O)c1ccc(Br)s1)N1CCN(C(=O)c2ccco2)CC1 | -2 | 1
O=S(=O)(Nc1ccccc1F)c1c[nH]c2ncccc12 | -7 | -1
CCOC(=O)c1noc(C)c1-c1csc(CS(=O)(=O)Cc2cccc(C(F)(F)F)c2)n1 | / | 5
Cn1cnnc1-c1cccc(NC(=O)/C=C/c2ccc(F)cc2)c1 | -5 | -1
COc1cccc(NC(=O)N2CCN(S(=O)(=O)C3CC3)CC2)c1 | -7 | -5
CN1C=C2C(C#N)=C(N)C(C#N)(C#N)C(c3cccc(Cl)c3Cl)C2CC1 (centres undefined) | 0 | -9
O=C(Cc1ccc(Cl)cc1)N1CCCC(COc2ccc(C(=O)N3CCCC3)cc2)C1 (centres undefined) | 15 | -1
COc1ccc2c(c1)CN1CN(CC(C)C)S(=O)(=O)CC21 (centres undefined) | -12 | -7
COc1ccc(NC(=O)N2CCCC2c2nc(-c3ccccc3OC)no2)c(OC)c1 (centres undefined) | 7 | 3
Cc1cccc(C)c1-n1nnnc1C1(Nc2cccc(O)c2)CCCCC1 | 16 | -2
N#Cc1cccc(NC(=O)N2CCC(c3cc4n(n3)CCCNC4=O)CC2)c1 | -9 | -6
Cc1nc([N+](=O)[O-])cn1Cc1cccc(C(F)(F)F)c1 | -5 | -10
COC(=O)c1cccc(NC(=O)c2nc(C)n(C3CCN(C(C)=O)CC3)c2C)c1 | 13 | -2
COc1cc2c(cc1NC(=O)c1cccs1)oc1ccccc12 | -18 | -2
COc1ccccc1N1CCN(CC(O)COc2ccc(C)cc2C)CC1 (centres undefined) | 15 | -2
Cc1ccc(/C=C/C2=NC(=C\c3ccc(C)o3)/C(=O)O2)cc1 | 32 | -3
COc1cccc(Cl)c1-c1nc(N)nc(N)n1 | / | -1
O=C(c1cccc(-n2cnnn2)c1)N1CCC(Cn2cccn2)CC1 | -11 | -6
Cc1nc2ccccn2c1-c1csc(Nc2ccc(N)cc2)n1 | 63* | 1
CC(C)NC(=O)c1cc2n(n1)C(C(F)(F)F)CC(c1ccc(Cl)c(Cl)c1)N2 (centres undefined) | 7 | 1
CCc1nc(SCC(=O)c2ccc(F)cc2)n[nH]1 | -2 | -3
COc1ccc(/C=C2\C(C)=C(C#N)c3nc(N)c(C#N)c(C)c32)cc1OC | 29 | -7
COc1cccc(C2CC(C(F)(F)F)n3ncc(C(=O)NCC(C)C)c3N2)c1 (centres undefined) | -7 | 2
O=C(O)C1CSC(c2cccc(I)c2)N1 (centres undefined) | 6 | -1
Cc1cc(C)n(N=c2sc(-c3ccccc3)cn2C2CC3C=CC2C3)c(=O)c1C#N (centres undefined) | / | -8
Cc1cccc(NC(=O)N2CCCC(CCC(=O)NCC3CCCCC3)C2)c1 (centres undefined) | 3 | 1
O=C1NC(c2ccc(-c3ccccc3F)o2)Nc2sc3c(c21)CCCC3 (centres undefined) | 34 | -11
CCN(Cc1ccccc1)C(=O)c1sc2cc(F)ccc2c1Cl | -40 | -4
O=C(NC1CC1)c1c2c(nc3ccccc13)CCC2 | 3 | -2
COc1ccc2nc(SCC(=O)c3ccc4c(c3)OCO4)[nH]c2c1 | 5 | 4
O=C(NCc1ccc(F)cc1Cl)C1CCc2sc(C(=O)N3CCOCC3)cc2C1 (centres undefined) | 1 | -4
Cc1ccnc(N2CCC(C(=O)N3CCN(c4ccc(Cl)cc4)CC3)CC2)n1 | -4 | 8
COc1ccc(-c2nnc(N3CCC(C(=O)NCC4CCCCC4)CC3)o2)cc1 | 12 | -1
COc1ccc(C2NC(=O)N(C)C(C)=C2C(=O)Nc2ccccc2C)cc1 (centres undefined) | -3 | -30
COc1ccc(NC(=O)C2CCc3nc(N4CCCCC4)ncc3C2)cc1C(F)(F)F (centres undefined) | 0 | -5
COC(=O)c1ccccc1NC(=O)CCC(=O)N1CCCn2nc(C)cc21 | 1 | 0
CCc1noc(C2CCCCN2C(=O)Cc2ccsc2)n1 (centres undefined) | -13 | -4
Cc1cccc(C2=N/C(=C/c3cccc([N+](=O)[O-])c3)C(=O)O2)c1 | -4 | -3
CN(CC(=O)N1CCCCCC1)S(=O)(=O)c1ccc(Br)cc1 | 0 | -2
COc1ccc(-c2c(C#N)c(N)nc(SCC(N)=O)c2C#N)cc1 | -2 | -2
Cc1ccc(C(=O)NC2CC(=O)N(c3ccc4c(c3)OCO4)C2)cn1 (centres undefined) | -5 | 0
O=[N+]([O-])c1ccc2nc(CSc3nc4ccccc4[nH]3)[nH]c2c1 | 27 | 3
Cc1cc(C)cc(NC(=O)CSc2cn(CCNC(=O)c3ccc(F)cc3)c3ccccc23)c1 | 78* | 4
O=[N+]([O-])c1cc(C=Nc2ccc(Cl)cc2)ccc1Cl | 19 | 2
CN1CCN(C(=O)C2CCN(c3nc4ccc(-c5ccsc5)nc4s3)CC2)CC1 | 32 | 1
CCCS(=O)(=O)n1c(SCC(=O)Nc2cc(Cl)ccc2OC)nc2ccccc21 | -18 | -1
Cc1ccccc1-n1nc2c(c1NC(=O)c1cc3ccccc3oc1=O)CS(=O)C2 (centres undefined) | 4 | -57
CCOC(=O)c1oc2nc(-c3ccc(C)cc3)cc(-c3ccco3)c2c1N | / | -6

5 structures from above, ordered by heavy-atom count, ascending:
SMILES | mHTT CaM bind | Pf apPOL block
O=[N+]([O-])c1cc(C=Nc2ccc(Cl)cc2)ccc1Cl | 19 | 2
Cc1ccc(C(=O)NC2CC(=O)N(c3ccc4c(c3)OCO4)C2)cn1 (centres undefined) | -5 | 0
CN1CCN(C(=O)C2CCN(c3nc4ccc(-c5ccsc5)nc4s3)CC2)CC1 | 32 | 1
Cc1ccccc1-n1nc2c(c1NC(=O)c1cc3ccccc3oc1=O)CS(=O)C2 (centres undefined) | 4 | -57
Cc1cc(C)cc(NC(=O)CSc2cn(CCNC(=O)c3ccc(F)cc3)c3ccccc23)c1 | 78* | 4

(next part)
SMILES | mHTT CaM bind | Pf apPOL block
CCN(Cc1ccccc1)c1nc2c(c(=O)n(C)c(=O)n2C)n1CCO | / | 0
O=C(CCCN1C(=O)c2ccccc2C1=O)NCc1ccco1 | -3 | -3
Fc1ccccc1CN1CCCN(c2ncccc2-c2nc(C3CC3)no2)CC1 | -30 | -7
CN1CCN(C(=O)c2ccc(S(=O)(=O)N3CCOCC3)cc2)CC1 | -4 | 2
CCCNC(=O)N1CCN(Cc2nc3cccnc3n2-c2cc(C)cc(C)c2)CC1 | 0 | 2
Nc1nonc1C(=O)N1CCCC1 | 0 | /
COc1ccc(C2CC(=O)C=C(Nc3ccc(CC(=O)O)cc3)C2)cc1 (centres undefined) | 6 | -4
O=c1c(/C=c2\sc3nc4ccccc4n3c2=O)coc2c(Cl)cc(Cl)cc12 | 2 | -6
COC(=O)c1cc(C(C)(C)C)n2nc(C)c(-c3ccccc3)c2n1 | -6 | -8
CCN(c1ccc(C)c(C)c1)S(=O)(=O)c1cccc2nsnc12 | 8 | 2
Cc1cccc(N2CC(C(=O)NC3CC3)CC2=O)c1 (centres undefined) | -2 | -2
COc1ccccc1C1C2=C(NCCN=C2c2ccccc2)C(=O)N1c1ccccc1 (centres undefined) | 2 | 1
O=S(=O)(Nc1cc(Cl)ccc1Cl)c1cc(Cl)ccc1Cl | -3&7 | 5&-3
CCOC(=O)c1ccc(NC(=O)CC(NCCCOC)C(=O)O)cc1 (centres undefined) | -10 | -5
Cc1nc2ccccc2c(=O)n1Cc1ccco1 | 0 | -2
O=C(NCC1(c2cccs2)CCOCC1)c1ccc(Cl)c(Cl)c1 | -11 | -2
CC(=O)Nc1ccc(C(=O)NCc2c(C)cc(C)cc2C)c(N2CCCCC2)c1 | 41 | -1
Cc1cc2c(N3CCC(C(=O)NC4CCCCCC4)CC3)nccc2s1 | 4 | -5
